# m5-HT2A agonist = mouse HTR2A agonism via beta-arrestin recruitment; P35363; CHO-K1 mHTR2A beta-arrestin complementation, luminescence; percent of 30 µM serotonin response; activation, % at 7.6 µM; hit rate 0.66% among 360,000; AID 624169;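 active means activation above a run cutoff, the mean activation of all tested compounds plus 3 SD, cut at about 14% in these data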;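 further: 0% = plate median of compound wells and 100% = 30 µM serotonin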
# Granule exo inh = lytic granule exocytosis inhibition | AID 651702 | TALL-104 LAMP-1 surface exposure, flow cytometry; cells stimulated with thapsigargin and PMA | hit rate 0.66% among 360,000 | inhibition, % at 10 µM;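 active means inhibition above about 55%, limit read from the data; inconclusive means no clear call, values can overlap the other calls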
# PDI inh = PDI (human) enzyme inhibition. hit rate 0.052% among 350,000. PDI insulin aggregation turbidity, A650, 90 min. inhibition, % at 10 µM;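 active means mean inhibition across replicates of 30% or more, whatever share of single replicates reach that level; inconclusive means mean inhibition below 30% while every single replicate reaches 30%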;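 further: absorbance from insulin aggregation driven by PDI reduction with DTT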
# Cardio protect = myocardial damage modulation in H9c2 cells | protection from H2O2 cell death, % at 20 µM | H9c2 cardiomyocytes, H2O2 injury protection, ATPLite, 2 h | hit rate 0.63% among 360,000;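 active means compounds giving at least 50% protection of heart cells from peroxide-induced death in the single-dose screen, raw or plate-pattern-corrected value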;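 further: 0% = DMSO wells with peroxide and 100% = DMSO wells without peroxide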
# CaV13 ICDI inh = Disruptors of the CACNA1D IQ motif to Ca2+-dependent inactivation inhibitor domain association, primary screening, Förster resonance energy transfer in intact living …; HEK cells, CFP/YFP FRET ICDI-IQ, plate reader, 10 min; percent FRET-ratio fall versus neutral wells; inhibition, % at 12.3 µM; hit rate 0.098% among 340,000; AID 743397;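 active means mean replicate inhibition of at least 30% and at least 1% of replicates passing that level; inconclusive means only one of the two criteria is met; inactive means neither criterion is met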;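 further: 0% = median of the neutral control wells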
# ABHD5-PLIN5 inh = inhibitors of human ABHD5-perilipin-5 interaction. Q00G26+Q8WTS1. Split G. princeps luciferase complementation, luminescence, 4 h. inhibition, % at 4 µM. hit rate 0.78% among 360,000. AID 602281;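 active means inhibition above the mean inhibition across every tested compound plus 3 SD, cut at about 22% in these data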;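 further: 0% = DMSO only wells and the 100% control is not disclosed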
# MC4R antag cAMP = antagonists of human melanocortin 4 receptor (MC4R); MC4R-expressing cells, MTII-stimulated cAMP, LANCE TR-FRET; inhibition, % at 6.5 µM; hit rate 0.48% among 360,000; AID 540295;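 active means inhibition above its plate's cutoff, the mean of tested wells on that plate plus 3 SD, cut at about 29% in these data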;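 further: 0% = Melanotan II alone and 100% = Melanotan II plus saturating MCL0020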
#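 material = U2OS cells stably expressing human melanocortin 4 receptor (MC4R) | also added = Melanotan II challenge | dosing = single nominal compound dose of 6.5 µM | detection = TR-FRET with Eu-cAMP and labeled anti-cAMP, 671 nm | replication = singlicate | timing = compound 30 min, challenge 1 h, detection 1 h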
# MC4R barr agon = human MC4R agonism via beta-arrestin; P32245; U2OS MC4R beta-arrestin complementation, luminescence; percent of melanotan II response, DMSO zero; activation, % at 8.9 µM; hit rate 0.98% among 360,000;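 active means activation above a per-plate cutoff, the mean activation of sample wells on that plate plus 3 SD, cut at about 8% in these data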
# N-glyco inh = blocks N-linked glycosylation in D54 reporter cells; D54 ERlucT glycosylation luciferase reporter, 24 h; percent of 100 nM tunicamycin response; reporter increase, % at 12.5 µM; hit rate 0.23% among 360,000; AID 588692;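 active means mean luciferase reporter signal, scaled so untreated is 0 and the glycosylation-blocking control 100, at or above a set limit in every replicate; inconclusive means mean reaches the limit but not every replicate does; inactive means mean below the limit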;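 further: luciferase carries N-glycosylation sites so blocking glycosylation raises the light; 0% = median of neutral control wells and 100% = median of 100 nM tunicamycin wells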
# ABCB6 inh MLPCN = inhibitors of human ABC transporter ABCB6; hit rate 0.19% among 360,000; K562-ABCB6 porphyrin accumulation, flow cytometry, 1 h; stronger effect = lower value; fluorescence ratio to DMSO, % at 10 µM; Q9NP58;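 active means fluorescence ratio to DMSO below 75%, the collection mean minus 3 SD; inconclusive means too few cells collected in the well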;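 further: signal is porphyrin accumulated inside mitochondria; 100% equals median channel fluorescence of DMSO control wells; lower ratio means ABCB6 inhibition with less porphyrin fluorescence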
# Target sequence (Q9NP58 whole entry, looked up): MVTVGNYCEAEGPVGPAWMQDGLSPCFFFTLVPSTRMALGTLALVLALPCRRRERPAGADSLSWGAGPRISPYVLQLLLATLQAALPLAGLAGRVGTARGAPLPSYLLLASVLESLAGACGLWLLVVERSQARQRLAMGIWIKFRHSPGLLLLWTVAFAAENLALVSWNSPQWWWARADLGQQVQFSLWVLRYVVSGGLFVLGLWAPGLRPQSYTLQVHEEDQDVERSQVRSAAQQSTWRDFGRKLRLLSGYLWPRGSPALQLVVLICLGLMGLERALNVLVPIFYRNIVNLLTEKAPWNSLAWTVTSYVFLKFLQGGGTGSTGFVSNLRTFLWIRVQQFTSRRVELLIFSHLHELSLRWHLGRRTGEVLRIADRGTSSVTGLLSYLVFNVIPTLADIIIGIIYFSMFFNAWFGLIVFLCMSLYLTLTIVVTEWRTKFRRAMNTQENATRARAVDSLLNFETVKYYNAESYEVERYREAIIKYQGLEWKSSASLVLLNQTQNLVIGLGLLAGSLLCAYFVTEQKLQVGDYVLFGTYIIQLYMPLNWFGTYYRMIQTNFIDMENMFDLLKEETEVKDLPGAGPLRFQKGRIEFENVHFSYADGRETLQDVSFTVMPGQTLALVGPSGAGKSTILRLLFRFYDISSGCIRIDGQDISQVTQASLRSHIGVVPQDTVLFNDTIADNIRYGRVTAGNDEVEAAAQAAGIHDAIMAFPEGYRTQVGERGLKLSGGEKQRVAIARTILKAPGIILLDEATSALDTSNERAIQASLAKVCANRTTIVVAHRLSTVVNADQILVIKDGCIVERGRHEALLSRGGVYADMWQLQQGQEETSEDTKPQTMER
# Active calls of the source: *; ? = inconclusive; . = not tested or not shown.
1) CCC(C)NC(=O)C1CCN(S(=O)(=O)CC)CC1 (centres undefined)
2) CC(=O)Nc1ccc2c(c1)Cc1ccc(Cl)cc1-2
3) CCCc1nnc(NC(=O)c2oc3ccccc3c2COCC)s1
4) Cn1c(SCC(=O)NC2CCCCC2)nnc1-c1ccc(N)cc1
5) CC(C)C(=O)Nc1ccc(C(=O)c2ccccc2)cc1
6) Cc1noc(C)c1S(=O)(=O)Nc1ccc2c(c1)C(=O)N([C@H](C)CO)C[C@H](C)[C@@H](CN(C)C(=O)NC1CCCCC1)O2
7) CCOC(=O)C(C)Sc1nc2ccccc2c(=O)n1CC1CCCCC1 (centres undefined)
8) O=C(Cc1ccccc1)Nc1cccc(N2C(=O)C=CC2=O)c1
Assay by compound | 1 | 2 | 3 | 4 | 5 | 6 | 7 | 8
m5-HT2A agonist | -1 | -7 | -4 | -1 | 3 | 15* | 1 | 2
Granule exo inh | -8 | -1 | 1 | 16 | 2 | 4 | 12 | 33
PDI inh | -4 | -1 | -1 | 5 | 5 | 6 | 1 | -2
Cardio protect | 2 | -1 | -4 | -1 | -2 | 7 | -15 | -19
CaV13 ICDI inh | -9 | -6 | -6 | -1 | -4 | -5 | -8 | 1
ABHD5-PLIN5 inh | -3 | -2 | -7 | -4 | -5 | 8 | -5 | 29*
MC4R antag cAMP | 5 | -2 | 3 | 5 | 7 | 3 | 12 | 54*
MC4R barr agon | -0.3 | -1.6 | -0.4 | -1.1 | -0.9 | 0.6 | -1.4 | -2.3
N-glyco inh | 1 | 1 | 3 | 1 | -2 | 3 | 2 | -1
ABCB6 inh MLPCN | 94 | 96 | 98 | 104 | 96 | 96 | 94 | 109

9) COc1ccccc1C(NC(C)=O)c1cc(Cl)c2cccnc2c1O (centres undefined)
10) Cc1ccc(S(=O)(=O)Nc2ccc3c(c2)C(=O)N([C@@H](C)CO)C[C@@H](C)[C@@H](CN(C)C(=O)NC(C)C)OCCCC[C@H](C)O3)cc1
11) Cc1cc(-c2cccs2)c2c(n1)sc1c(=O)[nH]c(=O)[nH]c12
12) CC(C)c1ccc(-c2nc(N3CCCCC3)[nH]c(=O)c2C#N)cc1
13) O=c1c2c(nc3nc(NCc4ccc(Cl)cc4)[nH]n13)CCC2
14) COC(=O)C1CCN(C(=O)c2ccc3oc(Cc4ccc(Cl)cc4)nc3c2)CC1
15) O=C(CCc1ccccc1)N1CCN(c2ccc(Cl)cc2)CC1
16) COc1ccc(CCNC(=O)CCC(=O)N2CCOc3ccc(Cl)cc32)cc1OC
Assay by compound | 9 | 10 | 11 | 12 | 13 | 14 | 15 | 16
m5-HT2A agonist | -8 | 1 | 17* | 6 | -1 | -1 | -2 | -4
Granule exo inh | 30 | 0 | 0 | 4 | -1 | -3 | 2 | -4
PDI inh | 3 | . | -2 | 4 | 7 | -4 | -6 | .
Cardio protect | 41 | 6 | -3 | 0 | 2 | -4 | -1 | 0
CaV13 ICDI inh | -2 | -7 | -10 | -5 | -4 | -6 | -5 | -5
ABHD5-PLIN5 inh | -6 | 1 | 10 | 2 | -4 | -6 | -2 | -3
MC4R antag cAMP | -1 | . | -6 | -2 | -4 | 1 | 14 | 4
MC4R barr agon | -1.6 | . | 0.7 | -0.8 | 0.3 | -2.2 | 1.9 | 0.1
N-glyco inh | -10 | 1 | 8 | 1 | 2 | 0 | 1 | 1
ABCB6 inh MLPCN | 94 | 108 | 97 | 104 | 93 | 96 | 99 | 100

# Full records as entered above:
# `Cc1ccc(S(=O)(=O)Nc2ccc3c(c2)C(=O)N([C@@H](C)CO)C[C@@H](C)[C@@H](CN(C)C(=O)NC(C)C)OCCCC[C@H](C)O3)cc1` as listed: m5-HT2A agonist: 1; Granule exo inh: 0; PDI inh: .; Cardio protect: 6; CaV13 ICDI inh: -7; ABHD5-PLIN5 inh: 1; MC4R antag cAMP: .; MC4R barr agon: .; N-glyco inh: 1; ABCB6 inh MLPCN: 108
# `CC(C)c1ccc(-c2nc(N3CCCCC3)[nH]c(=O)c2C#N)cc1` as listed: m5-HT2A agonist: 6; Granule exo inh: 4; PDI inh: 4; Cardio protect: 0; CaV13 ICDI inh: -5; ABHD5-PLIN5 inh: 2; MC4R antag cAMP: -2; MC4R barr agon: -0.8; N-glyco inh: 1; ABCB6 inh MLPCN: 104
# `COc1ccc(CCNC(=O)CCC(=O)N2CCOc3ccc(Cl)cc32)cc1OC` as listed: m5-HT2A agonist: -4; Granule exo inh: -4; PDI inh: .; Cardio protect: 0; CaV13 ICDI inh: -5; ABHD5-PLIN5 inh: -3; MC4R antag cAMP: 4; MC4R barr agon: 0.1; N-glyco inh: 1; ABCB6 inh MLPCN: 100

# Further entries follow.
17) CC(=O)N(CCc1ccccc1C)Cc1cc2ccc(C)cc2[nH]c1=O
18) CC1(C)c2[nH]c3ccccc3c2C[C@H]2C(=O)N(Cc3ccccc3F)C(=O)N21
19) C=C(C)Cn1c(=O)c2c(nc3n2CCCN3CCc2ccccc2)n(C)c1=O
20) CC1CCCCC1NC(=S)NC(=O)c1ccccc1Br (centres undefined)
21) COc1ccc2ccccc2c1/C=N/O
22) COc1ccccc1CCC(=O)Nc1ccc(C)cc1Cl
23) Fc1ccc(NC(=S)NN=Cc2ccccc2Cl)cc1
24) COC(=O)c1sccc1NC(=O)CN(C)NS(=O)(=O)c1ccc(Cl)cc1
Assay by compound | 17 | 18 | 19 | 20 | 21 | 22 | 23 | 24
m5-HT2A agonist | 7 | 3 | 8 | 2 | -4 | -8 | -6 | 2
Granule exo inh | ? | -8 | -25 | 5 | -4 | -4 | 1 | 0
PDI inh | 2 | -6 | 7 | 5 | 4 | 0 | 18 | 2
Cardio protect | 1 | -2 | 0 | -11 | -4 | 12 | -5 | 7
CaV13 ICDI inh | -18 | -6 | -4 | -17 | -6 | -3 | -8 | -4
ABHD5-PLIN5 inh | 5 | -2 | 2 | -2 | -1 | -3 | -15 | 2
MC4R antag cAMP | -9 | -1 | 2 | 5 | 0 | 3 | 13 | -2
MC4R barr agon | 1.1 | -0.1 | 0.3 | 3.5 | 0.7 | 5.8 | 2.0 | -3.0
N-glyco inh | 3 | -2 | 4 | 1 | -1 | -1 | 0 | 4
ABCB6 inh MLPCN | 101 | 101 | 99 | 92 | 102 | 97 | 96 | 97

# Some of the entries so far, with tabs.
no.	SMILES	m5-HT2A agonist	Granule exo inh	PDI inh	Cardio protect	CaV13 ICDI inh	ABHD5-PLIN5 inh	MC4R antag cAMP	MC4R barr agon	N-glyco inh	ABCB6 inh MLPCN
4	Cn1c(SCC(=O)NC2CCCCC2)nnc1-c1ccc(N)cc1	-1	16	5	-1	-1	-4	5	-1.1	1	104
12	CC(C)c1ccc(-c2nc(N3CCCCC3)[nH]c(=O)c2C#N)cc1	6	4	4	0	-5	2	-2	-0.8	1	104

# (listing goes on)
25) Cc1ccc(OCCOC(=O)CN2C(=O)NC3(CCCC3)C2=O)cc1
26) CCOC(=O)c1ccccc1NC(=O)c1ccc2c(SCC(=O)O)c3c(nc2c1)CCCC3
27) COC(=O)C(NC(C)=O)(Nc1sc2c(c1C(N)=O)CCCC2)C(F)(F)F (centres undefined)
28) CC(=O)Nc1ccc(S(=O)(=O)N2CCN(CCC#N)CC2)cc1
29) Cc1ccc(-c2nnn(CC(=O)N(Cc3ccco3)C(C(=O)NC(C)(C)C)c3ccncc3)n2)o1 (centres undefined)
30) Cc1nnc(SC(C)C(=O)Nc2ncc(Cl)cc2Cl)n1Cc1ccccc1 (centres undefined)
31) O=C(CCCn1c(=O)[nH]c2cc(Cl)ccc2c1=O)NCCCN1CCCC1=O
32) CCc1ccc(CN2CCC(n3nccc3NC(=O)c3ccccc3)CC2)o1
Assay by compound | 25 | 26 | 27 | 28 | 29 | 30 | 31 | 32
m5-HT2A agonist | -1 | 15* | -1 | 2 | -1 | 6 | 5 | -4
Granule exo inh | 5 | 2 | -1 | -2 | 4 | 2 | 0 | 4
PDI inh | 8 | 1 | -4 | . | -9 | -2 | 4 | 2
Cardio protect | -3 | 5 | 6 | 16 | 1 | 4 | -9 | -2
CaV13 ICDI inh | -6 | -3 | -7 | -1 | -2 | -6 | . | -15
ABHD5-PLIN5 inh | 10 | -4 | 5 | 6 | -2 | 57* | 5 | 2
MC4R antag cAMP | -6 | 18 | -7 | -1 | 0 | 3 | 3 | -2
MC4R barr agon | 0.8 | 3.3 | 0.2 | -2.1 | -0.3 | 0.9 | 0.3 | -4.2
N-glyco inh | 0 | 1 | 0 | 0 | 1 | 2 | 1 | 1
ABCB6 inh MLPCN | 89 | 96 | 106 | 94 | 89 | 102 | 97 | 97

33) COC(=O)c1ccc2nc(-c3cccc(Br)c3)c(CC3CCCCC3)n2c1
34) Cc1nc2ccccc2n1CC(=O)OCC(=O)NCc1ccccc1
35) O=C(N/N=C/c1cccc(O)c1)c1ccc(COc2ccccc2Br)cc1
36) Cc1ccc(S(=O)(=O)N(C)C)cc1NC(=O)C(C)NC(C)c1cccs1 (centres undefined)
37) Cc1ccc(S(=O)(=O)N(C)C)cc1-n1c(SCC(=O)Nc2ccc(F)cc2Cl)nc2ccccc2c1=O
38) COc1ccc(-c2c(C)c3ccc(O)cc3oc2=O)cc1
39) Cc1nnc2sc(SCc3ccc(Br)cc3)nn2c1=O
40) Cc1cc2c(cc1C)[n+](C)cn2CC(O)COCc1ccccc1 (centres undefined)
41) O=C(NCc1cccnc1)c1ccc2sc([C@H]3C[C@H](O)[C@@H](CO)O3)nc2c1
42) O=C(N/N=C/C=C/c1cccc([N+](=O)[O-])c1)C(O)c1ccccc1 (centres undefined)
43) COC(=O)C(Cc1cccc(C)n1)(c1ccccc1)c1ccccc1
Assay by compound | 33 | 34 | 35 | 36 | 37 | 38 | 39 | 40 | 41 | 42 | 43
m5-HT2A agonist | 5 | 15* | -7 | -5 | -4 | -6 | 0 | -7 | -1 | -2 | 0
Granule exo inh | -1 | 1 | 14 | 4 | -3 | -2 | -3 | -1 | -7 | -4 | 14
PDI inh | . | -1 | -1 | -28 | -5 | 6 | 3 | 4 | 0 | -3 | -3
Cardio protect | . | -5 | -1 | 0 | 2 | 7 | 8 | -5 | -6 | 15 | -6
CaV13 ICDI inh | -3 | -3 | -14 | -6 | -15 | -5 | -2 | -9 | -7 | -4 | -6
ABHD5-PLIN5 inh | -1 | -3 | -7 | 1 | 2 | -3 | -7 | 2 | -6 | 9 | -3
MC4R antag cAMP | . | 22 | 2 | 12 | 7 | -1 | -7 | 7 | 6 | -4 | 10
MC4R barr agon | . | 0.1 | 13* | -1.1 | -0.5 | -1.4 | -1.1 | -1.2 | -1.3 | -0.1 | -0.1
N-glyco inh | . | 2 | -4 | -1 | -4 | 1 | 2 | 0 | 2 | -1 | -3
ABCB6 inh MLPCN | 117 | 96 | 99 | 101 | 95 | 101 | 101 | 103 | 92 | 98 | 101

# Individual results from the list.
# Granule exo inh, no. 40 is entered as -1
# ABCB6 inh MLPCN, no. 33 is entered as 117
# ABHD5-PLIN5 inh, no. 34 is entered as -3

# Screening data deposited in PubChem by several laboratories.
